Bioassay records deposited in PubChem BioAssay by The Scripps Research Institute Molecular Screening Center.
MITF primary: inhibitors of human MITF; AlphaScreen MITF homodimerization, bead proximity signal; inhibition, % at 2.6 µM; hit rate 0.91% among 650,000; O75030; in the data active = inhibition above about 50%;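 note: 0% = vehicle wells with protein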
TEAD-YAP inh: TEAD-YAP interaction inhibition; HEK-TIYL cells, TEAD-Gal4/YAP UAS-luciferase luminescence; inhibition, % at 9.12 µM; hit rate 1.4% among 640,000; AID 1259422; in the data active = inhibition above about 32%;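 note: 0% = median of test compound wells and 100% = reference inhibitor wells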
FBW7 activator: human FBW7 E3 ligase activation, primary screen; Q969H0; AlphaScreen FBW7–phospho-cyclin E peptide binding, activator screen; normalized activity (activation), % at 26.1 µM; hit rate 0.13% among 650,000; in the data active = normalized activity above about 1.9%;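 note: purified mutant Fbw7 with reduced substrate affinity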
Target sequence (Q969H0 whole entry, looked up): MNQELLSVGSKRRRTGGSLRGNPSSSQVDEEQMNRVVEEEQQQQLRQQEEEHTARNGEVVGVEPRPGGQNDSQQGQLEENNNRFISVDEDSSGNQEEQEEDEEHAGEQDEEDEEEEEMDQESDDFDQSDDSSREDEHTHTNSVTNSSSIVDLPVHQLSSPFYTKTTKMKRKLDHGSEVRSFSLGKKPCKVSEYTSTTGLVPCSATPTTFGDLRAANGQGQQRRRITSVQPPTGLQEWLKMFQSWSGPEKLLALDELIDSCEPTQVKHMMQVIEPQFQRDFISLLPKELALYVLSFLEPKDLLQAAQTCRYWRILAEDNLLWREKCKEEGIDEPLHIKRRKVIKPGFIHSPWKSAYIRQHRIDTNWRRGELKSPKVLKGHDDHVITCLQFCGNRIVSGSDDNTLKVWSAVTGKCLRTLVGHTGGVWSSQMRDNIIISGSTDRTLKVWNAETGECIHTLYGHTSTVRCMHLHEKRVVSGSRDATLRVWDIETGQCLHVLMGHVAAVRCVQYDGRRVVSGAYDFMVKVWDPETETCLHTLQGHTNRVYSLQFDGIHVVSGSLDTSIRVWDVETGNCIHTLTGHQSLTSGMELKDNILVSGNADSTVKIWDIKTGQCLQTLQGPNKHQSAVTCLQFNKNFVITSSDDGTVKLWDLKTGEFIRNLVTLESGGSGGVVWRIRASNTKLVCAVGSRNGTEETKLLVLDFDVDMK
GPR151 activ: human GPR151 activation; hit rate 1% among 650,000; PathHunter beta-arrestin GPR151 cells, luminescence; Q8TDV0; activation, % at 11.2 µM; in the data active = activation above about 4.9%;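 note: 0% = median of compound wells and 100% = cells with positive control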
Target sequence (Q8TDV0 whole entry, looked up): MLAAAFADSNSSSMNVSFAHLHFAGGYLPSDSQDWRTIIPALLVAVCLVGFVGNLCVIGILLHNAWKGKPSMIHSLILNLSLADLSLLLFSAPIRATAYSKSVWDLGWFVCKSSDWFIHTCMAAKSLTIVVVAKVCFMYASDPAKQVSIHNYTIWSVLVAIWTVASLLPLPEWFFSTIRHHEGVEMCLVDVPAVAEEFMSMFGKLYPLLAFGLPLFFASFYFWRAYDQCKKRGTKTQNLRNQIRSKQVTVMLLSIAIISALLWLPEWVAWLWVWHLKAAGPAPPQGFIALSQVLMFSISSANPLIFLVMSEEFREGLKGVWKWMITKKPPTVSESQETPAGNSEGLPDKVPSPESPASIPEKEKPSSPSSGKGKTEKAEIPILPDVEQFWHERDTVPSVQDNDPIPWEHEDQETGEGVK
* = called active by the depositor.

The line under a structure holds: FBW7 activator | GPR151 activ | MITF primary | TEAD-YAP inh
(1) N#Cc1ccc(COC(=O)CSC2CCS(=O)(=O)C2)cc1 (centres undefined)
    -0.1 | 0.4 | -1 | -1
(2) Cc1ccc(CC(=O)N2CCc3ccccc32)cc1
    0.0 | 2.2 | -4 | -39
(3) Cc1ccc(NC(=O)c2ccccc2NC(=O)c2cccnc2)cc1
    -0.2 | 1.2 | 0 | 4
(4) COc1ccc(C2C=C(c3ccc(Br)cc3)Nc3ncnn32)c(OC)c1OC (centres undefined)
    -0.1 | -1.1 | 4 | 0
(5) COc1cc(Nc2nc(SCc3ccc(Cl)cc3)nc3ccccc23)cc(OC)c1
    0.6 | 0.8 | 7 | 9
(6) COc1ccc(Cl)cc1NC(=O)CSc1nnc2ncccn12
    -0.1 | -0.4 | 7 | -10
(7) O=C(Cn1cnc2sc3c(c2c1=O)CCCC3)Nc1cccc2ccccc12
    0.1 | -0.5 | 19 | 3
(8) Cc1ccc([N+](=O)[O-])cc1NC(=S)NC(=O)c1ccc(Cl)cc1
    0.2 | -0.7 | 7 | -8
(9) N#Cc1c(NC(=O)CSc2nnc3ccccn23)sc2c1CCCC2
    0.2 | -0.9 | 25 | 0
(10) CC(C)C(=O)N1CCN(S(=O)(=O)c2ccccc2[N+](=O)[O-])CC1
    -0.2 | -1.5 | 6 | 7
(11) Cc1cc(I)ccc1N=Cc1nc(-c2ccccc2F)oc1O
    0.1 | -1.8 | 22 | -4
(12) COc1ccc(CCNC(=O)C2CCCN(C(=O)N(C)C)C2)c(OC)c1 (centres undefined)
    0.1 | 0.3 | -5 | -1
(13) CC(C)(C)c1ccc(S(=O)(=O)Nc2cc(Cl)c3oc4c(c3c2)C(=O)CCC4)cc1
    0.7 | 0.2 | 18 | -5
(14) CCN(CC)C(=O)CSc1nnc(-n2nc(C)cc2C)c2ccccc12
    -0.1 | -0.6 | -7 | -3
(15) O=C(c1nc2ccc(Cl)cn2c1CNCCN1CCCC(O)C1)N1CCCCCCC1 (centres undefined)
    0.0 | 1.1 | 2 | 2

Results in FBW7 activator (seven entries from above):
No.	mol	FBW7 activator
10	CC(C)C(=O)N1CCN(S(=O)(=O)c2ccccc2[N+](=O)[O-])CC1	-0.2
5	COc1cc(Nc2nc(SCc3ccc(Cl)cc3)nc3ccccc23)cc(OC)c1	0.6
12	COc1ccc(CCNC(=O)C2CCCN(C(=O)N(C)C)C2)c(OC)c1 (centres undefined)	0.1
11	Cc1cc(I)ccc1N=Cc1nc(-c2ccccc2F)oc1O	0.1
3	Cc1ccc(NC(=O)c2ccccc2NC(=O)c2cccnc2)cc1	-0.2
9	N#Cc1c(NC(=O)CSc2nnc3ccccn23)sc2c1CCCC2	0.2
1	N#Cc1ccc(COC(=O)CSC2CCS(=O)(=O)C2)cc1 (centres undefined)	-0.1

More results.
The line under a structure holds: FBW7 activator | GPR151 activ | MITF primary | TEAD-YAP inh
(16) CC1CC(C)CN(S(=O)(=O)c2ccc(C(=O)Nc3ccc(-c4nc5ccccc5o4)cc3)cc2)C1 (centres undefined)
    -0.1 | 0.2 | 14 | 7
(17) Cc1cc(C(=O)N2CCC(Cc3ccccc3)CC2)c(C)o1
    -0.3 | 3.0 | -1 | 0
(18) O=C(Nc1cccc2ncccc12)c1ccccc1F
    -0.2 | -0.5 | 14 | 4
(19) COc1ccccc1NC(=O)C(CC(C)C)NS(=O)(=O)c1ccc2c(c1)oc(=O)n2C (centres undefined)
    0.8 | 3.4 | 9 | -4
(20) Cc1ccc(C(=O)c2cccc(C(=O)c3ccc(C)c(C)c3)c2)cc1C
    -0.1 | 0.1 | 4 | -4
(21) CC1=C(C(=O)OC2CCCC2)C(c2ccccc2Cl)C2=C(CC(c3ccccc3)CC2=O)N1 (centres undefined)
    -0.1 | -0.5 | 4 | 3
(22) CCC(=O)Nc1nnc(SCC(=O)c2ccc(Cl)cc2)s1
    0.0 | 0.5 | 0 | -3
(23) CC(=O)NCc1cc(-c2nn(C)c(=O)c3ccccc23)ccc1C
    -0.1 | -0.4 | -9 | 3
(24) COc1ccc(/C(O)=C2/C(=O)C(=O)N(CCCCCC(=O)O)C2c2ccc(OC)c(OC)c2)cc1 (centres undefined)
    0.1 | 0.6 | 14 | 8
(25) CCS(=O)(=O)c1ccc(O)c(NC(=O)c2cc(-c3ccccn3)nc3ccccc23)c1
    -0.2 | 1.9 | 4 | 3
(26) Cc1cc(C)n(CC(=O)Nc2cc(N)ccc2C)n1
    0.0 | 0.6 | 6 | -5
(27) CC(=O)c1ccc(N2CCN(C(=O)CCCCn3c(=O)[nH]c4ccccc4c3=O)CC2)cc1
    0.6 | 0.7 | 4 | 7
(28) COc1ccc2c(c1)C1(SC(NC(C)=O)=NN1C(C)=O)C(=O)N2Cc1ccccc1 (centres undefined)
    -0.1 | -0.9 | 14 | -7
(29) COc1ccc(-c2ccc(SCC(=O)NCc3ccc(C)cc3)nn2)cc1OC
    0.6 | 2.7 | 5 | 5
(30) O=C(Oc1ccc(C(=S)N2CCOCC2)cc1)c1ccccc1Cl
    0.2 | 0.9 | 12 | -3
(31) COc1cc2nc(CN3CCN(c4ccccn4)CC3)[nH]c(=O)c2cc1OC
    -0.1 | 2.0 | 0 | 73*
(32) Cn1c(Cl)c[n+](C)c1C(O)c1ccccc1 (centres undefined)
    -0.1 | -0.9 | -2 | 4
(33) COc1ccc(/C=N/NC(=O)C(OC)c2ccccc2)cc1 (centres undefined)
    0.3 | -0.3 | 18 | -11
(34) O=C(O)CCC(=O)Nc1ccc(Cc2ccc(NC(=O)CCC(=O)O)c(O)c2)cc1O
    -0.1 | -0.1 | -6 | 1
(35) COc1ccc(C(=O)NC(=S)Nc2ccc(Br)c(C)n2)cc1[N+](=O)[O-]
    0.5 | -0.2 | 15 | -18
(36) CCOc1ccccc1NC(=O)CN1CCC(NC(=O)Nc2ccccc2)CC1
    -0.1 | 2.1 | 10 | -12
(37) Cc1cc2cc(CN(C(=O)C3CCC3)C3CCCC3)c3nnnn3c2cc1C
    0.2 | 2.0 | 4 | 2
(38) COc1ccc(C)cc1NC(=O)c1cc(S(=O)(=O)N2CCCc3ccccc32)ccc1F
    -0.1 | 1.6 | 4 | 6
(39) CC1CCCN(c2cc(N(C)CCO)c([N+](=O)[O-])c3nonc23)C1 (centres undefined)
    -0.2 | 0.6 | 7 | 16
(40) O=C(Nc1c(-c2ccccc2)nc2ccccn12)c1ccc(Cl)cc1
    0.0 | -2.1 | 14 | 2
(41) CCOC(=O)c1ccc(NC(=O)CSc2nc3ccccc3c(=O)n2Cc2ccco2)cc1
    0.8 | 2.8 | 9 | -11
(42) C/C(=N\Nc1nc(C)cc(-c2ccccc2)n1)c1ccc(F)cc1
    -0.1 | 0.7 | -2 | 13
(43) O=C(c1ccc(N2CCN(C(=O)c3ccc(F)c(F)c3)CC2)cc1)c1cccc(F)c1
    -0.2 | -0.9 | -18 | 4
(44) Fc1ccc2c(c1)C1OCCC1C(c1ccccc1)N2 (centres undefined)
    0.0 | 0.3 | 15 | 0
(45) CC(=O)NCC(=O)N(CCc1c[nH]c2ccccc12)C1(C(=O)Nc2c(C)cccc2C)CCCCC1
    -0.1 | -0.3 | -10 | -6
(46) Cc1ccc(NC(=O)CCc2c(C)nc3nc(CN)nn3c2C)c(C)c1
    0.6 | -2.0 | 13 | 4
(47) CC(=O)c1c(C)nn(C(=O)c2ccccc2)c1C(F)(F)F
    0.1 | 1.0 | 9 | -4
(48) Cn1c(=O)c2c(ncn2Cc2cc(-c3ccccc3)no2)n(C)c1=O
    0.1 | -0.5 | 24 | 6
(49) O=C(NCCc1nc(-c2cccnc2)n[nH]1)C12CC3CC(CC(C3)C1)C2
    0.4 | 0.3 | 4 | 7
(50) C=CCNc1cc(CCC)nc2ncnn12
    -0.2 | 0.0 | 1 | -4
(51) CN1C2=C(C(=O)CCC2)C(c2ccccc2OCc2ccccc2F)C2=C1CCCC2=O
    0.2 | 0.5 | 23 | -7
(52) O=C(NCCN1C(=O)C2C3C=CC(C3)C2C1=O)NCc1ccccc1 (centres undefined)
    0.1 | -0.5 | -15 | -7
(53) CC1=C(C(=O)OC(C)C)C(c2ccccc2F)CC(=O)N1 (centres undefined)
    0.1 | 1.8 | -4 | 2
(54) Cc1ccc2[nH]c(C)c(CN3CCCCC3C)c(=O)c2c1 (centres undefined)
    0.0 | -1.1 | 1 | 7
(55) Cc1cccc(CCNC(=O)c2cccc(N3CCCC3=O)c2)c1
    0.1 | -0.5 | 15 | -62
(56) CCOc1ccccc1C1C(C#N)=C(SCc2ccccc2)NC(C)=C1C(=O)Nc1ccccc1 (centres undefined)
    -0.1 | -0.9 | 10 | 10
(57) CC(C)OCCCNC(=O)c1ccc(-n2c(=S)[nH]c3ccccc3c2=O)cc1
    0.1 | -0.6 | 2 | -3
(58) COc1cc(Br)cc(/C=N/NC2=NS(=O)(=O)c3ccccc32)c1O
    -0.1 | -1.6 | 12 | 7
(59) Cc1cc(C)c(NC(=O)C(C)SCC(=O)Nc2ccccc2)c(C)c1 (centres undefined)
    0.0 | 0.0 | 14 | 13
(60) O=C(O)CCNCc1cccs1
    -0.2 | -1.7 | 3 | -9

As entered above:
For MITF primary, #28 has the entry 14
For FBW7 activator, #2 has the entry 0.0
For MITF primary, #20 has the entry 4
For MITF primary, #6 has the entry 7
For FBW7 activator, #9 has the entry 0.2

Quoted from above: entries 1 to 2
The line under a structure holds: FBW7 activator | GPR151 activ | MITF primary | TEAD-YAP inh
(1) N#Cc1ccc(COC(=O)CSC2CCS(=O)(=O)C2)cc1 (centres undefined)
    -0.1 | 0.4 | -1 | -1
(2) Cc1ccc(CC(=O)N2CCc3ccccc32)cc1
    0.0 | 2.2 | -4 | -39

The results go on.
The line under a structure holds: FBW7 activator | GPR151 activ | MITF primary | TEAD-YAP inh
(61) COc1ccc(CCNC(=O)CSc2nccn3nc(-c4ccc(C)cc4)cc23)cc1OC
    -0.1 | -0.3 | -13 | -27
(62) CCOC(=O)CCc1c(C)c2ccc(OCC(C)=O)cc2oc1=O
    -0.1 | 0.2 | 0 | 1
(63) CCOC(=O)c1sc(NC(=O)CSc2nnc(CNC(=O)c3cccc(C)c3)n2-c2cc(C)ccc2C)c(C(=O)OCC)c1C
    0.1 | 0.9 | -8 | 10
(64) CCn1c(N2CCC(C(=O)NCC(N)=O)CC2)nc2ccccc21
    1.2 | 1.4 | 4 | 1
(65) CCOC(=O)c1c(NC(=O)CCN2C(=O)c3ccccc3C2=O)sc2c1CCCC2
    0.2 | -0.3 | 0 | 9
(66) CCS(=O)(=O)NC(C)C(c1cccs1)N1CCN(c2ccc(OC)cc2)CC1 (centres undefined)
    -0.3 | 3.5 | 8 | -2
(67) CCOc1ccc(/C=C(\NC(=O)c2ccccc2)C(=O)NCC(=O)O)c2ccccc12
    -0.2 | 0.7 | -13 | -2
(68) CCN(CC)CCOCCOc1cc(C)cc(C)c1C
    -0.1 | -0.3 | -4 | 2
(69) CN1C(=O)NC(c2ccccc2[N+](=O)[O-])C2=C1CC(C)(C)CC2=O (centres undefined)
    -0.3 | -0.5 | -7 | 2
(70) O=C(NCCN1CCN(c2ccccc2)CC1)c1ccc(NC(=O)C2CCCO2)cc1 (centres undefined)
    0.1 | 0.9 | -9 | -2
(71) CCCCNC(=O)CN1C(=O)/C(=C\c2ccc(F)cc2)Oc2ccccc21
    -0.4 | 0.3 | -4 | 2
(72) COC(=O)CN(c1ccc(Cl)c(C(F)(F)F)c1)S(=O)(=O)c1ccccc1
    0.0 | 4.3 | -11 | -6
(73) CCOC(=O)C1(Cc2cccc(Cl)c2)CCCN(C(=O)c2cn3ccsc3n2)C1 (centres undefined)
    -0.1 | 0.1 | -7 | -10
(74) COCc1cc(C)nc2sc(-c3ccc([N+](=O)[O-])cc3)c(N)c12
    0.1 | -2.1 | 0 | 2
(75) Cc1cc(NC(=O)CS(=O)CC(=O)Nc2c(C)cccc2C)ccc1-n1cnnn1 (centres undefined)
    -0.1 | -0.1 | 3 | 4
(76) COc1cccc(C(=O)NCc2nc(-c3ccc(Cl)cc3)no2)c1OC
    0.7 | 0.0 | 3 | 20
(77) Cc1ccc(CNC(=O)CN(CCc2ccccc2)S(=O)(=O)c2ccc(C)cc2)cc1
    -0.1 | 1.8 | -11 | 5
(78) Cc1ccc(S(=O)(=O)Nc2cccc(-c3cn4ccc(C)cc4n3)c2)cc1
    -0.1 | -2.7 | 5 | -15
(79) COc1ccc(N2CCN(C(=O)C3(c4ccccc4)CCOCC3)CC2)cc1
    0.5 | -0.6 | 12 | 11
(80) CC1(C)Cc2c(sc3nc4n(-c5ccccc5)cnn4c(=O)c23)CS1
    0.0 | 0.9 | 2 | 9
(81) N/C(=N\OC(=O)c1ccccc1Cl)c1cccc(Br)c1
    0.1 | -0.1 | 1 | -24
(82) CCC(=O)Oc1ccc(C=C2C(=O)NC(=O)NC2=O)cc1
    -0.9 | 0.9 | -12 | -1
(83) CCOC(=O)c1c(NC(=O)CSc2nnc(-c3ccco3)o2)sc(C)c1C
    0.0 | 5.1* | 25 | 5
(84) COc1ccc(CCN2C(=O)CSC2c2ccccc2[N+](=O)[O-])cc1OC (centres undefined)
    0.0 | -1.2 | 0 | 10
(85) O=C(NC1CCN(C(=S)Nc2ccccc2)CC1)c1ccccc1
    -0.2 | 0.0 | 2 | 2
(86) Cc1ccc(S(=O)(=O)N2CCOC23CCN(S(=O)(=O)c2ccc(F)cc2)CC3)cc1
    -0.2 | 0.0 | 2 | -8
(87) CN(Cc1ccccc1)C(=O)CCCCCn1c(=S)[nH]c2ccccc2c1=O
    0.0 | -0.7 | 9 | -3
(88) COc1cccc(C2C(C#N)=C3N=C(N)c4c(sc5c4CCCCC5)N3C3=C2C(=O)CC(C)(C)C3)c1OC (centres undefined)
    0.0 | -1.1 | 12 | -1
(89) COc1cccc(CNC(=O)Cn2cccc2)c1
    0.0 | -0.5 | 1 | -14
(90) CCC(=O)N1N=C(c2cccs2)CC1c1cccc(OC)c1OC (centres undefined)
    -0.2 | -0.3 | 1 | -1
